Assay outcomes (PubChem)
GLS inhibitor – inhibitors of human glutaminase (GLS) | O94925 | GLS enzymatic activity, qHTS titration | Potency, µM (titrated, usually from 45.5 µM), for inactives: at the highest dose activity change, negative = inhibition, hits mostly inhibitors | 410,000 tested, 0.21% active; note: potency is the fitted concentration of half-maximal effect; % is set by controls: 0 for no effect and ±100 for the full control effect
Target sequence (O94925 whole entry, looked up): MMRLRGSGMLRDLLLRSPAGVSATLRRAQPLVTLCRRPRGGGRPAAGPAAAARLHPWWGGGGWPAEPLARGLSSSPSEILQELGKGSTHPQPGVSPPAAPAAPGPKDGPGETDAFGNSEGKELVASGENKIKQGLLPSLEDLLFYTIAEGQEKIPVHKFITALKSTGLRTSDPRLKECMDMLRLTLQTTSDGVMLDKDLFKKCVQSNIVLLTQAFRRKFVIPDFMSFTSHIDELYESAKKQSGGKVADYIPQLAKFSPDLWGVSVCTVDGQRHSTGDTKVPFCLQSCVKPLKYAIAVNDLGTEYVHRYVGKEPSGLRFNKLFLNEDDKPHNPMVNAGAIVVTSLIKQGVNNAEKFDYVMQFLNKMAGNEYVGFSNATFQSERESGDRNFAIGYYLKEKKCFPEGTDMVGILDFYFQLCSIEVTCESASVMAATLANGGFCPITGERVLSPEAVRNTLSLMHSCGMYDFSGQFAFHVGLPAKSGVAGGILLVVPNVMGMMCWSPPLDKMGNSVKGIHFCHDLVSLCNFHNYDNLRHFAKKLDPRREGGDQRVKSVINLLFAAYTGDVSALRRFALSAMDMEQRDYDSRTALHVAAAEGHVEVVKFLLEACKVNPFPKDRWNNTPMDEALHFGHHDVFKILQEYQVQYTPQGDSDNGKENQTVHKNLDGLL
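Compounds were pin-transferred onto hKGA, after which L-glutamine (1 mM solution) and a detection mix of glutamate oxidase, HRP and Amplex Red were added. Initial and 30 min RT fluorescence reads were collected.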
G9a inh – blocks human histone lysine methyltransferase G9a; 350,000 tested, 8.8% active; AID 504332; Q96KQ7; Potency, µM (top dose mostly 102 µM), without a hit: at the top dose activity, negative = inhibition, usual class: inhibitors; G9a H3K9 monomethylation, AlphaScreen, 2 h; note: potency is the fitted concentration of half-maximal effect; % is set by controls: 0 for no effect and ±100 for the full control effect; nearly all actives have a fitted effect of over 75% in size
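Using a bead-based AlphaScreen, monomethylated H3K9 product from 2 h room-temperature reactions (G9a 20 nM, peptide 500 nM, SAM 20 uM) was detected with 0.5 ug/mL rabbit anti-H3K9me1 antibody.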
ERG-DNA inh – ERG Ets/DNA interaction inhibition | fluorescence polarization, His-ERG Ets domain / labelled DNA | Potency, µM (series often up to 76.9 µM), without a hit: at the highest dose FP activity, negative = inhibition, hits mostly inhibitors | 370,000 tested, 0.028% active | AID 624246 | P11308; active = well fitted inhibition curve with a large enough effect in the polarisation, with a control signal flat; inconclusive = small, poorly fitted or top-dose-only effect, or effect the other way, or a change in a side signal; inactive = no such curve, though single readings can be large or run the other way; the % refers to the polarisation;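 note: polarization taken with two DNA probes labelled with fluorescein and Texas red; potency is the fitted concentration of half-maximal effect; % of control where 0% means no effect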
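His-tagged ERG Ets domain (1 uM in the protein solution; 300mM KCl, 50mM Tris-HCl, 1mM EDTA, 1mM DTT, pH 7.5) received compound, then a probe mix of 5 nM fluorescein-DNA and 100nM Texas-615-DNA. Fluorescence polarization was read for both dyes.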
BAZ2B block – BAZ2B (human) inhibition; AlphaScreen BAZ2B-H3K14Ac peptide displacement; 360,000 tested, 4.4% active; Q9UIF8; Potency, µM (titrated, usually from 114 µM), for the others: at the highest dose activity change, negative = inhibition, usual class: inhibitors; note: potency is the fitted concentration of half-maximal effect; % is set by controls: 0 for no effect and ±100 for the full control effect; nearly all actives have a fitted effect of over 60% in size
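AlphaScreen displacement of biotin-H3(5-23)K14Ac peptide (50 nM final) from BAZ2B (50 nM final) in PBS pH 7.4, 0.01% Tween-20; complex preformed 30 min RT, then compounds (top 110 uM) 30 min RT, beads 20 min dark.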
12-LOX inh – blocks human arachidonate 12S-lipoxygenase | purified 12hLO, xylenol orange hydroperoxide absorbance | AID 1671190 | Potency, µM (top dose mostly 108 µM), for inactives: at the top dose activity change, negative = inhibition, most hits filed as inhibitors | 580,000 tested, 1.1% active | P18054; note: potency is the fitted concentration of half-maximal effect; % is set by controls: 0 for no effect and ±100 for the full control effect
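Purified human 12hLO at 150 nM in 25 mM Hepes, 0.01% Triton X-100, pH 7.0, preincubated 15 min at room temperature with compound. Reaction started with 40 uM arachidonic acid, 30 min at room temperature. Hydroperoxide measured by Fe-xylenol orange, 573/405 nm absorbance ratio.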
PI4K2A inh – PI4K2A (human) kinase inhibition; Q9BTU6; purified PI4K2A, ADP-Glo luminescence, 1 h; stronger effect = lower value; activity change, negative = inhibition, % at 76.9 µM; 420,000 tested, 0.13% active; in the data active = activity change below about -50%; inconclusive = mostly about -30% to -49%;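 note: -100% = wells without enzyme as full effect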
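Compounds are screened against recombinant PI4K2A using PI as substrate and ATP, the latter dispensed at 300 microM. Reactions run one hour at ambient temperature before ADP-Glo detection; full inhibition defined by wells lacking enzyme.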
RGS4 inh – inhibitors of human regulator of G protein signaling 4. P49798. Transcreener GDP fluorescence polarization, RGS4-accelerated GTP hydrolysis. Potency, µM (titrated, usually from 114 µM), for inactives: top-dose activity change, negative = inhibition, actives largely listed as inhibitors. 390,000 tested, 0.039% active. AID 504845; note: potency is the fitted concentration of half-maximal effect; % is set by controls: 0 for no effect and ±100 for the full control effect; nearly all actives have a fitted effect of over 75% in size; some results filed as inactive show a strong effect at the top dose
Target sequence (P49798 whole entry, looked up): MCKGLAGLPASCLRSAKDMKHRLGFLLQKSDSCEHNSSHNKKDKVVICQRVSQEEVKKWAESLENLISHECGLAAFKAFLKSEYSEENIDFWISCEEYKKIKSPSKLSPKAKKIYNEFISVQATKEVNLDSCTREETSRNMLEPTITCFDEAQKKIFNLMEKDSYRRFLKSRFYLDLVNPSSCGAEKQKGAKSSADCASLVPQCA
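MLSMR compounds (23 nl, pin-transferred) preincubated 10 min at room temperature with a 500nM (2x) first reagent, then RGS4 at 900nM (2x) plus Transcreener GDP mix added; fluorescence polarization (620/688 nm) read before and after 90 min at 30 °C.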
HP1b chromo inh – blocks HP1-beta chromodomain binding to methylated histone tails. AID 540317. AlphaScreen HP1-beta / biotin-H3K9me3 peptide binding. Potency, µM (titrated, usually from 114 µM), for the others: top-dose activity change, negative = inhibition, most hits filed as inhibitors. P83916. 390,000 tested, 0.56% active; note: potency is the fitted concentration of half-maximal effect; nearly all actives have a fitted effect of over 70% in size; inactives centre near 23
Target sequence (P83916 whole entry, looked up): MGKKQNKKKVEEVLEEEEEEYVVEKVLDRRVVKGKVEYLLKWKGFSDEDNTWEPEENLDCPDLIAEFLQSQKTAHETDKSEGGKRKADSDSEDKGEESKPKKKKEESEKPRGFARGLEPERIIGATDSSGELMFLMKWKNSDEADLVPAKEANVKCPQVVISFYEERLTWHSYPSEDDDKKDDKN
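HP1-beta protein (50 nM final) preincubated 30 min at room temperature with biotinylated H3(1-18)K9me3 peptide (50 nM) in PBS pH 7.4, 0.01% Tween-20, then compound added for 30 min. AlphaScreen streptavidin donor/nickel chelate acceptor beads (10 ug/mL final), 30 min dark, luminescence read.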
JMJD2A Tudor inh – JMJD2A Tudor domain (human) inhibition; O75164; AlphaScreen JMJD2A-Tudor / H3K4me3 peptide binding; Potency, µM (doses to about 114 µM), without a hit: at the highest dose activity change, negative = inhibition, usual class: inhibitors; 390,000 tested, 4.4% active; note: potency is the fitted concentration of half-maximal effect; % is set by controls: 0 for no effect and ±100 for the full control effect; nearly all actives have a fitted effect of over 50% in size
Numbers without * were called inactive; ? = inconclusive; nt = not tested or not shown; [ ] = another dose, or the depositor's remark. Unless noted, calls come from the whole dose curve; as a rule, active = well fitted curve in the direction sought with a large enough effect; inconclusive = small, poorly fitted or top-dose-only effect, or another doubt; inactive = no such curve, though single readings can be large; an effect the other way counts as inactive or inconclusive. This is a subset; the hit share may differ from the screen's.

Preview (three entries):
SMILES	GLS inhibitor	G9a inh	ERG-DNA inh	BAZ2B block	12-LOX inh	PI4K2A inh	RGS4 inh	HP1b chromo inh	JMJD2A Tudor inh
O=C(Cn1nc(-c2cccc([N+](=O)[O-])c2)c2ccccc2c1=O)NCC1CCCO1 (configuration not stated)	1.0%	-6.4%	-10.4%	-8.0%	-6.4%	-4.9	20.1%	31.6%	-5.6%
COc1ccc(Cn2nnnc2CN(Cc2cc3cccc(C)c3[nH]c2=O)C2CCCC2)cc1	-0.1%	?	nt	-10.6%	16.9%	-2.2	-31.4%	19.1%	-23.8%
Cc1nc2cc(N)ccc2n1C1CCCCC1	5.4%	14.1µM*	5.5%	?	?	-2.6	-26.3%	21.2%	-34.7%

The listing, from the first entry:
SMILES	GLS inhibitor	G9a inh	ERG-DNA inh	BAZ2B block	12-LOX inh	PI4K2A inh	RGS4 inh	HP1b chromo inh	JMJD2A Tudor inh
O=C(Cn1nc(-c2cccc([N+](=O)[O-])c2)c2ccccc2c1=O)NCC1CCCO1 (configuration not stated)	1.0%	-6.4%	-10.4%	-8.0%	-6.4%	-4.9	20.1%	31.6%	-5.6%
COc1ccc(Cn2nnnc2CN(Cc2cc3cccc(C)c3[nH]c2=O)C2CCCC2)cc1	-0.1%	?	nt	-10.6%	16.9%	-2.2	-31.4%	19.1%	-23.8%
Cc1nc2cc(N)ccc2n1C1CCCCC1	5.4%	14.1µM*	5.5%	?	?	-2.6	-26.3%	21.2%	-34.7%
O=c1[nH]c(SCc2c(Cl)cccc2Cl)nc2ccccc12	-0.8%	21.5%[12.7 µM]	-5.4%	-11.6%	-1.1%	3.1	1.0%	39.2%[activator]	4.0%
CC(=O)C1C(c2ccc(F)cc2)NC(=O)NC1(O)C(F)(F)F (configuration not stated)	-3.8%	10.5%[59 µM]	nt	2.2%	nt	-4.8	-11.6%	45.1%[activator]	-11.8%
CC(OC(=O)Cc1c[nH]c2ccccc12)C(=O)NC1(C#N)CCCCC1 (configuration not stated)	20.5%	?	0.7%	-5.6%	10.7%	-2.6	25.8%	31.8%	-13.8%
CC(=O)c1cccc(NC(=O)COc2ccc3oc(=O)cc(C)c3c2)c1	0.5%	-11.4%[12.7 µM]	-11.7%	4.0%	32.6%	4.9	?	45.1%[activator]	-0.7%
Cc1ccc2c(C)c(C(=O)Nc3cccnc3)oc2c1C	12.3%	nt	-12.5%	nt	-14.2%	-0.2	8.5%	37.5%[activator]	-2.1%
O=C(NCCCN1CCCCC1)c1ccc2c(=O)n(CCc3ccccc3)c(=O)[nH]c2c1	0.5%	-8.0%[2.33 µM]	1.5%	9.1%	-9.9%	2.3	3.6%	3.1%	-21.2%
CC1CN(C(=O)c2ccn(C)n2)CC(C)O1 (configuration not stated)	2.2%	11.9%[59 µM]	6.0%	2.1%	-12.2%	2.7	-6.4%	12.7%	-13.6%
Clc1ccc2c(NCc3ccccn3)ncnc2c1	5.3%	14.9%[59 µM]	0.5%	28.5%	-21.1%	-10.6	-43.3%	33.1%	-12.9%
Cc1ccccc1S(=O)(=O)NC1OC(=O)C(Oc2ccccc2)=C1Br (configuration not stated)	0.0%	50.1µM*	-8.6%	?	?	-5.2	-8.5%	11.9%	-20.1%
CCCCC(OC(=O)CN1C(=O)COc2ccccc21)C(=O)NC1CCCCC1 (configuration not stated)	-0.6%	-1.3%	4.3%	-10.5%	-7.1%	-1.1	22.2%	0.9%	-10.2%
O=C(Nc1cccc(NC(=O)c2ccco2)c1)c1cnccn1	-3.8%	62.9%[activator][59 µM]	-3.2%	-9.9%	-21.2%	-3.2	-36.6%	28.7%	13.5%
Cc1cccc(C(=O)N(Cc2cccs2)C2CCS(=O)(=O)C2)c1 (configuration not stated)	-2.8%	-0.9%	5.5%	-16.3%	8.3%	-5.1	5.4%[56.9 µM]	69.2%[activator]	-0.7%
Cc1ccc(SCC(=O)N2CCN(c3ccccn3)CC2)cc1	0.6%	nt	-0.4%	-3.6%	-19.9%	-2.7	2.0%	24.1%	-4.9%
O=C(NCC(c1ccco1)N1CCc2ccccc2C1)C(=O)Nc1cc(F)ccc1F (configuration not stated)	0.9%	19.1%[2.33 µM]	3.7%	9.9%	-20.2%	-2.5	9.5%	26.0%	-8.9%
CC(C)n1c(O)c(N=NC(=O)CNC(=O)Cc2ccc(Cl)cc2)c2ccccc21	-0.7%	?	1.6%	-30.3%	-0.8%	-2.7	20.2%	-1.8%	?
Cc1csc(NC(=O)c2cccc(C)c2C)n1	4.5%	-0.9%	-5.7%	7.9%	0.1%	19.2	6.9%	19.0%	-17.5%
OCCCC1CCCCN1Cc1nc(Cc2ccccc2Cl)no1 (configuration not stated)	1.7%	nt	?	-33.3%	7.7%	1.7	3.8%	37.3%	-0.7%
CC(C)CCn1nnnc1CN1CCN(C(c2ccccc2)c2ccccc2)CC1	-1.2%	1.1%	-11.3%	23.0%	-11.4%	-2.2	-2.9%	37.2%	-8.8%
COc1cccc(CN2CCC(C(=O)N3CCN(Cc4ccc5c(c4)OCO5)CC3)CC2)c1OC	5.8%	1.2%	13.0%	-13.2%	?	2.8	4.1%	?	3.16µM*
COCCCNC(=O)c1ccc2c3c(onc13)-c1ccccc1C2=O	-14.4%	nt	-0.2%	20µM*	nt	-15.9	?	?	50.1µM*
Cc1cc(OCCCC(=O)NCCc2nnc3ccccn23)ccc1Cl	1.9%	nt	15.0%	nt	-3.7%	0.4	37.0%	20.8%	-8.4%
Cc1cccc2[nH]c3c(N4CCN(C(=O)c5ccco5)CC4)ncnc3c12	9.2%	-50.3%[59 µM]	2.0%	-26.1%	nt	4.4	-38.3%	1.2%	-2.4%

(more compounds)
SMILES	GLS inhibitor	G9a inh	ERG-DNA inh	BAZ2B block	12-LOX inh	PI4K2A inh	RGS4 inh	HP1b chromo inh	JMJD2A Tudor inh
Cn1nnc2c(NCc3ccccc3Cl)ncnc21	-5.1%	6.6%[59 µM]	-2.1%	-35.8%	-23.4%	-6.0	-10.8%	27.5%	0.6%
CC(C)COP(=O)(OCC(C)C)C(Nc1ccccc1)c1ccccc1 (configuration not stated)	10.3%	9.6%	0.3%	1.7%	?	-0.9	-33.6%	31.4%	15.9%
CN(C)CCN=c1cc(-c2ccccc2)oc2ccc(Cl)cc12	0.9%	?	5.4%	?	3.2%	1.9	-16.0%	19.5%	?
CCN(CC)C(=O)CSc1nc(COc2ccccc2)nc2ccccc12	1.4%	nt	2.0%	7.2%	12.7%	-8.4	3.1%	52.7%[activator]	-8.6%
Cc1ccc(NC(=S)NCc2ccccc2)cc1S(=O)(=O)N1CCCCC1	-9.1%	-11.6%	9.2%	-12.9%	?	-0.3	-17.7%[56.9 µM]	34.6%	-27.4%
COCc1ccc(C(=O)Nc2ccccc2C(=O)NCc2cccnc2)cc1	-6.0%	18.5%	2.5%	-15.9%	8.4%	0.3	-6.6%	5.2%	-7.7%
Cc1ccccc1NC(C)C(=O)N/N=C/c1ccccc1OCc1cccc(Br)c1 (configuration not stated)	19.7%	-45.3%[59 µM]	6.7%	-8.3%	0.0%	1.0	-33.0%	4.2%	-30.8%
CCn1cnc2cc(NC(=O)c3cccs3)ccc21	4.7%	0.6%	-7.0%	-17.4%	6.3%	0.4	40.6%	18.7%	0.0%
O=C(Cc1c(F)cccc1Cl)Nc1nccs1	6.5%	-4.9%	-6.6%	5.7%	25.2%	3.7	4.8%	31.7%	-8.6%
C[n+]1cccc2cccc([O-])c21	?	nt	-11.8%	56.2µM*	-21.6%	?	-31.7%	1.4%	?
CCOC(=O)c1c(NC(=O)Cn2nc(C(=O)O)c3ccccc3c2=O)sc2c1CCC(C)C2 (configuration not stated)	-26.5%	-8.2%[59 µM]	-4.5%	-3.6%	-5.7%	11.1	-9.7%	-11.8%	-2.4%
CCc1cccc(-n2nnc(-c3nc(-c4cccs4)no3)c2N)c1	-8.9%	4.1%[59 µM]	-5.3%	1.9%	0.6%	-2.9	11.6%	43.8%[activator]	5.1%
Cc1ccc(C)c(NC(=O)C2CCCN2/C=C/C(=O)C(F)(F)F)c1 (configuration not stated)	3.9%	9.9%	2.6%	-1.7%	-4.0%	-1.8	10.7%	26.7%	-5.7%
O=C(NNS(=O)(=O)c1ccccc1Cl)c1nn(-c2ccc(F)cc2)ccc1=O	-25.9%	-4.3%	2.9%	-12.1%	177.1%[activator]	-5.1	-8.7%	22.4%	-10.1%
CCC(C)NS(=O)(=O)c1ccc(OCC(=O)N2CCC(C)CC2)cc1 (configuration not stated)	4.3%	-0.9%[59 µM]	nt	-1.8%	11.3%	-4.2	1.1%	21.3%	-1.8%
COc1ccc(Cl)cc1N1CC(c2nc3ccccc3[nH]2)CC1=O (configuration not stated)	-0.8%	-4.2%[59 µM]	16.8%	-2.3%	?	1.3	5.2%	42.0%[activator]	-3.4%
CC(C)c1nn2c(=O)cc(COC(=O)c3ccc(NC(=O)c4ccccc4Cl)cc3)nc2s1	8.2%	33.9%[activator][59 µM]	0.3%	-5.4%	-29.2%	-6.0	-19.7%	34.0%	-7.9%
Cc1ccc(S(=O)(=O)N2CCC(C(=O)OC(C)C(=O)N(C)c3ccccc3)CC2)cc1C (configuration not stated)	2.3%	9.1%[12.7 µM]	-7.3%	-0.2%	-4.8%	-3.4	1.9%	28.1%	-22.4%
